# ALOX12 inh = blocks human arachidonate 12S-lipoxygenase; P18054; 580,000 compounds, 1.1% hits; Potency, µM (top dose mostly 108 µM), for the others: top-dose activity change, negative = inhibition, actives largely listed as inhibitors; purified 12hLO, xylenol orange hydroperoxide absorbance; active = well fitted inhibition curve with a large enough effect; inconclusive = small, poorly fitted or top-dose-only effect, or another doubt; inactive = no such curve, though single readings can be large or run the other way
# Target sequence (P18054 whole entry, looked up): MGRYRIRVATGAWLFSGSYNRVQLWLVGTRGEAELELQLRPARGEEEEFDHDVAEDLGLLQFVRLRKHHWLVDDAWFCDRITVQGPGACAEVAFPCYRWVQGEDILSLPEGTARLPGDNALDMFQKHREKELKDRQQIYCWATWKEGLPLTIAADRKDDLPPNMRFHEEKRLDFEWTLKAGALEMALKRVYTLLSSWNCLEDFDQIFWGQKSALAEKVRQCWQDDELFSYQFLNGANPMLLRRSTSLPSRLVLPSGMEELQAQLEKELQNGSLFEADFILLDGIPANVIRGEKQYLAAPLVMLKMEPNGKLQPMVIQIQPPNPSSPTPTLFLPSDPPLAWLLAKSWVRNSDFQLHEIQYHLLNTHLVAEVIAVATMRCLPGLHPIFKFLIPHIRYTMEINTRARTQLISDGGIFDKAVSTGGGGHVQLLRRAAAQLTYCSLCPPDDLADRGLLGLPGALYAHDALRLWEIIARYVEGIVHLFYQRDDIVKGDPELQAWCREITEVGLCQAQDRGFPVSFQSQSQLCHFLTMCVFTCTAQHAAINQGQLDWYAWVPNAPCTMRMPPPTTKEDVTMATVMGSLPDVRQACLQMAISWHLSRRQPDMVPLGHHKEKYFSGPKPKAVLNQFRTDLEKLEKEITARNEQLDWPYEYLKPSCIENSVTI
#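 Hydroperoxide product was detected by ferrous iron/xylenol orange as the 573 to 405 nm absorbance ratio. Arachidonic acid at 40 uM (final) was turned over for 30 min at room temperature by 150 nM human 12hLO, pH 7.0 Hepes buffer, after 15 min compound preincubation.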
# Numbers without * were called inactive; u = inconclusive; [ ] = dose if it differs, or a comment. % is set by controls: 0 for no effect and ±100 for the full control effect; potency is the fitted concentration of half-maximal effect.
ALOX12 inh	molecule
u	O=C(Nc1ccccc1C(=O)OCC(=O)N1CCC(Cc2ccccc2)CC1)c1ccco1
-18.4%[176 µM]	COCC(=O)NC[C@H]1O[C@@H](CO)[C@@H](O)[C@H]1N(C)Cc1ccccc1
6.7%[6.33 µM]	COc1cccc([S+](=O)([O-])N2CCCC3(CC(c4cccc(C(F)(F)F)c4)=NO3)C2)c1 (stereo unspecified)
20.3%	CCN(CC)CCCn1c(C)c(C)c2c1ncn1nc(-c3cccs3)nc21
-13.4%	CCc1c(-c2ccc(OC)c(OC)c2)ncn1CCc1ccccc1OC
4.1%	COCc1nc(C2CCN(C(=O)Cc3c[nH]c4ccccc34)C2)no1 (stereo unspecified)
-8.3%	Cc1ccc(NC(=O)Cn2c(=O)c(-c3noc(C)n3)c3n(c2=O)CCCCC3)c(C)c1
7.9%	O=C(Nc1cc(F)ccc1F)c1nc2ccccc2nc1N1CCCCC1
-10.1%	COc1cccc(CN2CCC3(CC2)C(=O)NCN3Cc2ccc(Cl)cc2)c1
0.3%[176 µM]	N#Cc1cccc(-c2n[nH]c3c2CC(=O)N(Cc2ccccn2)C3)c1
-4.5%	CS(=O)(=O)N1CCCCCNC(=O)[C@@H]2CCCC[C@@H]21
-13.3%	N#Cc1c(N)n[nH]c1CCCNC(=O)NC1CCCc2ccccc21 (stereo unspecified)
22.1%[176 µM]	CN1[C@@H](CCC(=O)N2CCC(O)CC2)CNC(=O)[C@@H]2[C@H]1CCN2Cc1ccc(F)cc1
-29.3%	O=C(c1ccc(F)cc1)N1CC(=O)N2[C@H](CO)[C@H](c3ccc(Br)cc3)[C@@H]2C1
39.1%[activator]	COc1cccc(C(=O)N2CCN(C(=O)c3nnn4c3COC(c3ccc(F)cc3)C4)CC2)c1 (stereo unspecified)
38.7%[activator]	C=CCNc1nc(CC)nc2c1CCN(C(=O)c1cn(C)nc1C)CC2
4.6%	Cc1nc(NC(=O)c2ccccc2)sc1-c1cc(C(=O)N2CCOCC2)nn1CCO
u	Clc1ccccc1C1(c2ccnc(NCCc3ccccn3)n2)CCNCC1
u	CC(C(=O)Nc1ccc(F)c(F)c1)N1CCC(C(=O)NCc2ccccc2)CC1 (stereo unspecified)
8.2%[176 µM]	CN1C[C@@H](NC(=O)c2ccc(C#N)cc2)C[C@H]1c1nc(Cc2ccccc2)no1
-1.8%	O=C(NCc1cccnc1-n1cccn1)c1cccc(NC(=O)c2cccs2)c1
u	O/N=C1\CC(c2ccccc2)Oc2c(Cl)cc(Cl)cc21 (stereo unspecified)
-15.7%	COc1cc(C(O)c2nc(C(=O)NCCN3CCOCC3)cs2)cc(OC)c1OC (stereo unspecified)
0.2%	CC(C)C[C@@H](COCc1ccc(F)cc1)N1CCN(C(=O)c2cccc(C(F)(F)F)c2)CCC1=O
14.1%	CC(C)c1ccc(CN2C[C@@H]3[C@H](C2)N(CCOc2ccccc2)C(=O)C(C)(C)[S+]3(=O)[O-])cc1

# Some of the entries so far, with each value named:
SMILES: COc1cccc([S+](=O)([O-])N2CCCC3(CC(c4cccc(C(F)(F)F)c4)=NO3)C2)c1 (stereo unspecified)
- ALOX12 inh: 6.7%[6.33 µM]
SMILES: CCN(CC)CCCn1c(C)c(C)c2c1ncn1nc(-c3cccs3)nc21
- ALOX12 inh: 20.3%
SMILES: CCc1c(-c2ccc(OC)c(OC)c2)ncn1CCc1ccccc1OC
- ALOX12 inh: -13.4%
SMILES: COCc1nc(C2CCN(C(=O)Cc3c[nH]c4ccccc34)C2)no1 (stereo unspecified)
- ALOX12 inh: 4.1%

# Nothing new here: two of the compounds above.
ALOX12 inh	molecule
7.9%	O=C(Nc1cc(F)ccc1F)c1nc2ccccc2nc1N1CCCCC1
-10.1%	COc1cccc(CN2CCC3(CC2)C(=O)NCN3Cc2ccc(Cl)cc2)c1

# Additional entries follow:
ALOX12 inh	molecule
-0.8%	Cc1ccc(-c2nc3cc(NC(=O)c4ccc5c(c4)OCO5)ccc3o2)c(C)c1
-37.3%	CN1CCN(C(=O)Cn2c(-c3ccccc3)cc3ccccc32)CC1
-8.7%	COC(=O)c1ccc(CNC(=O)c2nn(CC(C)C)c(=O)c3ccccc23)cc1
3.3%	CC1=C(C(=O)OC(C)C)C(c2ccncc2)c2c(nc(SCc3ccccc3)[nH]c2=O)N1 (stereo unspecified)
12.7%	CN(CCO)C[C@@H]1CN(C(=O)Cc2c(F)cccc2Cl)C[C@@H]1CO
u	COC(=O)[C@H]1C[C@@]2(c3ccccc3)c3ccccc3N[C@H]2N1
13.0%	O=C(NCC(=O)N1CCCN(S(=O)(=O)c2ccc(F)cc2)CC1)NCc1ccccc1
7.2%[6.33 µM]	COc1ccc(CN2CCC3(CNS(=O)(=O)c4cnccc4O3)C2)cc1 (stereo unspecified)
-2.4%	COc1ccc(CN2Cc3cc(NC(=O)c4ccc5c(c4)OCO5)ccc3OC(C)C2=O)cc1 (stereo unspecified)
4.4%	O=S(=O)(c1ccc(F)cc1F)N1CCCC(Cn2c(C3CC3)nc3cccnc32)C1 (stereo unspecified)
9.1%	COCCC1(NC(=O)c2ccccc2)CCN(S(=O)(=O)c2ccc(C#N)cc2)CC1
u	O=C(NCc1ccccn1)c1ccc(C(F)(F)F)cc1
7.9%	CCc1nc(C)c(C(=O)N2CCN3C(=O)CNC(=O)C3C2)s1 (stereo unspecified)
7.0%	COc1ccc(C(=O)N2N=C(c3ccccc3)CC2c2ccc3nccnc3c2)cc1 (stereo unspecified)
-8.3%	COc1ccc(Nc2nc3ccccc3nc2NS(=O)(=O)c2cccc3nsnc23)cc1
-40.5%	O=C(CSc1ncc(-c2ccc(F)cc2)o1)NC(=O)c1ccccc1
-38.5%	COc1ccc(Cl)cc1NC(=O)c1cc(=O)n2c(nc3ccccc32)s1
66.7%[activator][176 µM]	COC(=O)[C@@H]1Cc2ncn(Cc3ccccc3)c2CN1S(=O)(=O)c1ccc(C)cc1
-3.8%	CC(C)CC(NC(=O)c1cccc(OCc2ccc(F)cc2)c1)C(=O)O (stereo unspecified)
18.2%	O=C(C1Cn2cccc2C(=O)N1Cc1ccccc1)N1CCN(c2ncccn2)CC1 (stereo unspecified)
71.3%[activator]	Cc1cc(C)cc(C(=O)NCc2nnc3c(-c4nc(C(C)C)no4)cccn23)c1
-9.9%	CCNC(=O)c1cccc(NC(=O)c2cc(=O)c3ccccc3o2)c1
u	Oc1ccccc1N1CCN(c2nc(-c3cccnc3)nc3ccccc23)CC1
u	CC(=O)NC(CS)C(=O)O (stereo unspecified)
u	COc1ccc(C2=C(O)C(=O)N(Cc3ccccn3)C2c2ccccc2F)cc1 (stereo unspecified)
-25.4%	Cc1ccc(NC(=O)Cn2ccn3nc(-c4ccc(F)cc4)c(CO)c3c2=O)c(Cl)c1
0.5%[176 µM]	O=C(NC1CC1)c1ccc2c(c1)OCCN(c1cccc(OC(F)(F)F)c1)C2
3.7%	CC(C)c1ccccc1-n1c(SCC(=O)N2CCC2)nc2ccccc2c1=O
3.4%	COc1cc(C(=O)N2CCN(c3nccs3)CC2)cc(Cl)c1OCC(C)C
u	CCOC(=O)COC(=O)c1cc2c(s1)-c1ccc(OC)cc1CC2
22.7%[176 µM]	CCNC(=O)N[C@H]1CC[C@]2(C)CC[C@@H](C(C)C(=O)NC3CCCC3)[C@H](O)[C@H]2[C@@H]1C (stereo partly specified)
63.3%[activator][176 µM]	O=C(NCC1(COc2ccccc2)C[C@@H](O)[C@@H](O)C1)C1CCOCC1 (stereo partly specified)
22.6%	Cc1cc(C)nc(NNC(=O)CNC(=O)c2ccccc2)n1
u	CCC(CC)C(C(=O)NC1CCCCC1)N1C(=O)C(=O)c2ccccc21 (stereo unspecified)
4.4%	O=C(c1ccccc1SCc1cn2ccccc2n1)N1CCN(c2nccs2)CC1
21.7%	CC1CS(=O)(=O)N(c2ccc(S(=O)(=O)NCc3cccnc3)cc2)C1=O (stereo unspecified)
11.1%	COc1ccc(C(=O)N[C@@H]2CCC[C@@H]2C(=O)N(C)C)cn1
3.6%	COc1ccc(-c2cc3c(=O)n(CCNC(=O)c4ccc(F)c(F)c4)ccn3n2)cc1
8.2%	O=c1oc2cc(O)ccc2cc1-c1nc(-c2ccc(Cl)cc2)cs1
17.4%	O=C(c1cccc(C(F)(F)F)c1)N1CCC2(CC1)CC(O)CCO2 (stereo unspecified)
6.4%[176 µM]	Cc1cc(C)nc(N2CCC(COc3ccc4c(cnn4CCC(=O)O)c3)CC2)n1
12.4%	COc1cccc(S(=O)(=O)N2CCC(n3c(C)cnc3C3CC3)CC2)c1
-0.4%	O=C(CCN1C(=O)NC2(CCCC2)C1=O)Nc1cnc2ccccc2c1
-8.1%	COC(=O)CNC(=O)c1cc(C)ccc1C
1.6%[176 µM]	CC1(C)[C@H](Cc2cc(CO)on2)C[C@@H]1NC(=O)c1ccco1
99.7%[activator]	CN(C)C[C@@H]1CN(S(C)(=O)=O)C[C@H]1NC(=O)c1ccc(F)cc1F
-1.7%[176 µM]	CC1=C[C@@H](CNC(=O)c2cnccn2)[C@H](C(C)C)C[C@H]1CC(=O)O
34.9%[activator]	O=C1CC(c2noc(-c3nccc4ccccc34)n2)CN1C1CCCCC1 (stereo unspecified)
20.9%	CN(C(=O)c1cc(COc2ccc3c(c2)OCO3)[nH]n1)C1CCOC1 (stereo unspecified)
135.3%[activator]	O=C(O)[C@]12CCCN(Cc3ncc[nH]3)[C@@H]1CCN(Cc1ccncc1)C2

# Gathered by group: those above with a furan ring, fused or not
ALOX12 inh	molecule
u	O=C(Nc1ccccc1C(=O)OCC(=O)N1CCC(Cc2ccccc2)CC1)c1ccco1
1.6%[176 µM]	CC1(C)[C@H](Cc2cc(CO)on2)C[C@@H]1NC(=O)c1ccco1

# Further structures follow.
ALOX12 inh	molecule
16.1%	COCC(=O)N1CCC2(CC1)CC(N(C(=O)c1ccccc1)C1CC1)CCO2 (stereo unspecified)
-4.6%	O=C1CCC[C@H]2[C@@H](Cc3ccccc3)[C@@H](NCc3cccs3)CC[C@]23CCCN13
-24.4%	O=c1c2ccsc2ncn1Cc1coc(-c2cccc(F)c2)n1
-9.5%	Cn1nc(C(=O)OCC(=O)Nc2ccc(OCc3ccccc3)cc2)c2ccccc2c1=O
u	CCOC(=O)C1CCN(C(=O)CC(c2ccc(OC)c(OC)c2)c2c[nH]c3c(CC)cccc23)CC1 (stereo unspecified)
24.0%	CCN1c2cc(C(=O)N3CCC(C(N)=O)CC3)ccc2C(=O)N2CCCCCC21 (stereo unspecified)
-26.5%[57.4 µM]	COc1ccc(C(=O)N2CCC3(CC2)CN(CC(C)C)C3)cc1
u	O=C(/C=C/c1csc(-c2ccc(F)cc2)n1)N1CCN(c2cccc(C(F)(F)F)c2)CC1
-3.2%[176 µM]	Cc1noc2c(N3CC[S+](=O)([O-])CC3)cc(-c3cccc(C(F)(F)F)c3)nc12
0.4%	Cc1ccc(-c2csc(N3CCC[C@@H]3C(=O)NCCn3c([C@H](C)N)nc4ccccc43)n2)cc1
6.9%	COC(=O)[C@@H]1Cc2c([nH]c3ccccc23)[C@H]2C[C@@H](N3CCCCC3)C[C@@H](c3ccccc3F)N21
9.2%	COc1ccccc1NC(=O)N1CCc2cc(OC)c(OC)cc2C1CNC(C)=O (stereo unspecified)
-23.4%	CCn1c(SCc2coc(-c3cccs3)n2)nnc1-c1ccccc1
-49.8%	OCC1CN(Cc2cccnc2)CCC12CCN(Cc1cccc(O)c1)CC2 (stereo unspecified)
49.7%[activator][176 µM]	O=C(NCc1ccnc2[nH]ccc12)c1ccccc1
110.7%[activator]	COc1ccc(C(C)C)cc1C1c2nc[nH]c2CCN1Cc1nc[nH]c1C (stereo unspecified)
70.9%[activator]	CCCn1c(CN2CCCCCC2)nc2cc(NC(=O)c3ccccc3)ccc21
4.6%	Cc1ccc2oc(C(=O)NCC3(N(C)C)CCCCCC3)cc(=O)c2c1
-13.1%	CCn1ccc(C(=O)Nc2ccc3ncnc(N4CCCC4)c3c2)n1
25.8%	Cc1ccc(S(=O)(=O)N2CCC(Oc3ncccc3C(=O)N3CCOCC3)C2)cc1C (stereo unspecified)
11.7%	Cc1c(CN(C)C(=O)Cn2nc(C(F)(F)F)c(Cl)c2C)cnn1C
13.1%	CCN(CC(=O)Nc1ccccc1C(F)(F)F)Cc1nc2ccccc2o1
8.1%	Cc1ncc2c(c1CNS(=O)(=O)N(C)C)CCN(C(=O)c1c(F)cccc1F)C2
39.4%	COc1ccc(C(CNC(=O)CN2CCN(C(C)=O)CC2)c2c[nH]c3ccccc23)cc1 (stereo unspecified)
-0.2%[6.33 µM]	COc1ccc(C2(C(=O)N3CCC(Cc4ccccc4)CC3)CCOCC2)cc1
10.2%	CC(NC(=O)c1ccccc1Br)c1nnc(SCC(=O)N2CCOCC2)n1C (stereo unspecified)
u	O=C(C[C@@H]1CCNC[C@@H]1Cc1cc(-c2ccccc2)on1)NC1CCCCC1
0.0%	COc1ccc(Oc2ncc3nc(-c4cccs4)c(=O)n(CCC#N)c3n2)cc1
-3.0%	COCCCNC(=O)c1c(C)oc2c1CN(Cc1ccc(F)cc1)CC2
-27.2%	COc1ccc(-c2cc(C(=O)OCC#N)c3ccccc3n2)cc1OC
u	Cc1ccc(NC(=O)CSc2n[nH]c(=O)c3cc(-c4ccco4)nn23)cc1F
10.6%[176 µM]	CCCNC(=O)[C@@H]1Cc2cn(Cc3cc(C)on3)c3cccc(c23)[C@H](CC(C)C)N1
-18.9%	O=C(c1ccco1)N1CCC2(CCN(CCCn3cccn3)CC2)C(CO)C1 (stereo unspecified)
58.6%[activator][176 µM]	CCn1c2c(c(=O)n1Cc1ccccc1)CCN(C(=O)c1cn[nH]c1)C2
u	CNc1ccc(Oc2ccccc2)cc1
42.4%	Cc1ccc(S(=O)(=O)N(C)CC2CCOC2)cc1Cl (stereo unspecified)

# Source: PubChem

# A portion of the library (hit frequency here may not be typical).
